# aSyn tox rescue = qHTS of alpha-syn Inhibitors: NCGC Sytravon Library Screen; S. cerevisiae alpha-synuclein toxicity rescue, BacTiter-Glo growth, 24 h; Potency, µM (titrated, usually from 46.1 µM), without a hit: at the highest dose growth rescue (activation), hits mostly activators; 94,000 compounds, 0.02% hits; AID 1347070, 2019; active = well fitted activation curve with a large enough effect; note: 0% is about no effect
#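 Growth restoration measured by BacTiter-Glo luminescence after 24 hr at 30 deg C; alpha-synuclein yeast, raffinose-pregrown to mid-log, were added at OD600=0.02 in galactose medium onto pinned compounds.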
# * hit, by the source's call; [ ] = dose if it differs, or a comment. Potency is the fitted concentration of half-maximal effect. A portion of the library. The share of hits here may be higher or lower than overall.
SMILES,aSyn tox rescue
Cc1ccc(SCCC(=O)Nc2ccccc2C(=O)NC2CCCCC2)cc1,9%
O=C1c2ccccc2C(Nc2ccc3c(c2)OCO3)N1Cc1ccco1 (configuration not stated),7%
Cc1ccc(O)c(C(=O)c2cnc3c(c2)c(-c2ccc(F)cc2)c(C#N)c(=O)n3C)c1,2%
O=C(COC(=O)CCOc1ccccc1)NCCc1ccccc1,-4%
OCCN1CCN(c2cc(C(F)(F)F)nc3ccccc23)CC1,1%
COc1cccc(OCc2ccc(Cl)cc2)c1C#N,-6%
C[C@H](NC(=O)c1[nH]cnc1C(=O)N[C@@H](C)CO)c1ccccc1,-6%
COC(=O)Cc1ccc(NC(=S)NCc2ccc(OC)cc2)cc1,-11%
O=C(CCS(=O)(=O)c1ccccc1)Nc1nc(-c2cccs2)cs1,-10%
Cc1ccc(S(=O)(=O)NCCC(=O)Nc2cc(S(=O)(=O)N(C)C)ccc2C)cc1C,10%
COc1ccc(-c2cc3ccc(O)c(CN4CCCCC4C)c3oc2=O)cc1OC (configuration not stated),-3%
COc1ccc(NC(=O)CSc2nc3ccsc3c(=O)n2CCC(=O)O)cc1,-5%
Cc1nc2ccccc2n1CCc1nc2c3ccccc3nc(SCc3ccccc3F)n2n1,-1%
ClCCn1c(CCl)nc2ccc(Cl)cc21,-11%
Cc1cc(NC(=O)CSc2nnnn2-c2cc(Cl)ccc2C)no1,12%
CCCCN(CC)c1ncnc2c1sc1nc(N3CCOCC3)c3c(c12)CCCC3,-2%
COc1cc2c(=O)c(C(=O)c3ccc(C)c(C)c3)cn(Cc3ccccc3F)c2cc1OC,4%
O=C(NC1CC1)C1CCN(C(=O)c2ccc(Cl)cc2)CC1,-3%
O=C(Cn1cnc2c(nnn2-c2ccccc2)c1=O)NCc1ccc(F)cc1,-1%
CCOc1ccc(C2C(C(=O)Nc3ccc(Cl)cc3)=C(C)Nc3nc(C(F)(F)F)nn32)cc1 (configuration not stated),1%
O=C(COc1ccc2ccccc2c1)NC1CC(=O)N(c2cccc(F)c2)C1 (configuration not stated),9%
O=S(=O)(Nc1ccc(Cl)cc1)c1ccc(NS(=O)(=O)c2ccc3c(c2)OCCO3)cc1,-2%
CCN1C(=O)c2ccccc2Sc2ccc(NC(=O)c3ccc(C)c(F)c3)cc21,6%
COc1ccc(N2CC(NC(=O)c3ccco3)CC2=O)cc1OC (configuration not stated),-3%
O=C(NNC(=O)C1CCN(S(=O)(=O)c2ccc(Cl)cc2)CC1)c1ccccc1O,-4%
# Remaining list, next part:
SMILES,aSyn tox rescue
CN(C)/C=C(/C(=O)c1ccccc1)S(=O)(=O)c1ccc(Cl)cc1,0%
Cn1c(SCC(=O)Nc2ccc(NC(=O)c3cccc(F)c3)cc2)nnc1-c1ccncc1,5%
Cc1cccc(-c2nc(SCC(=O)Nc3ccc4c(c3)OCO4)c(-c3ccccc3)[nH]2)c1,-28%
COC(=O)c1cccc2c1C(=O)c1cc([N+](=O)[O-])ccc1-2,-3%
O=C(OCc1ccccn1)C1CCN(C(=O)c2ccc(Cl)cc2)CC1,4%
CN(C)S(=O)(=O)N(CC(=O)NCCSCc1cccc(Cl)c1)c1ccccc1,6%
Cc1ccc(N2CCN(S(=O)(=O)c3cc(Br)cc4c3N(C(=O)C3CC3)CC4)CC2C)cc1 (configuration not stated),-26%
Cc1ccc(/C=C/c2nc3ccccc3n2S(=O)(=O)c2ccc(Br)cc2)cc1,-66%[inhibitor]
Cc1ccc(Cl)cc1N1CCN(C(=O)c2cn(C)c3ccc(S(=O)(=O)N4CCCC4)cc3c2=O)CC1,-3%
CCCCCn1c(=O)[nH]c2cc(C(=O)NCCN(C)CCCC)ccc2c1=O,-2%
COc1ccccc1NC(=O)C(=O)NCC(c1ccc2c(c1)OCO2)N1CCOCC1 (configuration not stated),4%
CCOc1ccccc1CNC(=O)C1CCN(C(=O)N2CC(C)Oc3ccc(C)cc32)CC1 (configuration not stated),9%
CCOC(=O)Cc1cnc(NC(=O)CSc2nc(C(C)C)cc(=O)[nH]2)s1,4%
COc1ccccc1NC(=O)c1c(NC(=O)c2ccco2)sc2c1CCC(C(C)(C)C)C2 (configuration not stated),-10%
CCCCN(C)CCCNC(=O)Cn1ncc2c3ccccc3n(Cc3cc(C)ccc3C)c2c1=O,8%
C=CCn1c(SC(C)C(=O)Nc2ccc(F)c(F)c2F)nnc1C1CC1 (configuration not stated),-6%
CCc1ccc(NC(=O)C2=CC(c3ccc(OC)cc3)=NS(=O)(=O)N2C)cc1,-2%
CCCc1oc2ccc(NS(=O)(=O)c3ccc(OCC)cc3)cc2c1C(=O)OCC,16%
CCS(=O)(=O)Nc1ccc(-c2cn3c(C)csc3n2)cc1,2%
COC(=O)C1CCN(S(=O)(=O)CCNC(=O)c2ccc3c(c2)OCO3)CC1,1%
Cc1nnc(SCC(=O)Nc2ccc3c(c2)COC3=O)n1-c1ccccc1,-36%[inhibitor]
Cc1cccc(C(=O)Nc2ccc(NC(=O)c3cccc(C)c3)cc2)c1,-5%
CC(C)c1ccc2occ(CC(=O)Nc3ccccc3Cl)c2c1,-1%
O=C(NCC(c1cccnc1)N1CCc2ccccc2C1)C(=O)Nc1ccc(F)cc1F (configuration not stated),-6%
CCOC(=O)c1c(S(=O)(=O)N2CCCC(C(=O)NCc3ccccc3OC)C2)c(C)n(C)c1C (configuration not stated),-13%
# Next section:
SMILES,aSyn tox rescue
Cc1ccc(S(=O)(=O)C2(C(=O)N3CCN(c4ccccc4F)CC3)CC2)cc1,-2%
CC1CN(C(c2cccs2)c2sc3ncnn3c2O)CC(C)O1 (configuration not stated),-2%
O=C(Nc1cccc(C(F)(F)F)c1)C1CCCN(S(=O)(=O)c2cccc3nonc23)C1 (configuration not stated),-8%
COc1cc(OC)cc(-c2nc3n(n2)C(c2ccccc2)C(C(N)=O)=C(C)N3)c1 (configuration not stated),-4%
Cc1nc2nc(-c3ccc(F)cc3)cn2nc1C,-9%
COc1ccc(Nc2c3c(nc4ccc(NC(=O)/C=C/c5cc(OC)c(OC)c(OC)c5)cc24)CCCC3)cc1OC,2%
COc1ccccc1-n1c(=O)c2c3c(sc2n(Cc2ccccc2F)c1=O)CN(C(C)=O)CC3,-2%
CCOc1ccc2nc(N3CCC(C(=O)NCCCN4CCOCC4)CC3)sc2c1,10%
O=C(NCC(c1ccc(F)cc1)N1CCOCC1)c1ccc(C(=O)c2ccccc2)cc1 (configuration not stated),5%
Cc1ccc(C)c(Cn2c(=O)cc(C)c3c(C)nn(-c4cccc(F)c4)c32)c1,-5%
CCCN1CCc2c(sc3nc(SC)n(-c4ccccc4)c(=O)c23)C1,-2%
O=C(Cc1cc(=O)[nH]c(=O)[nH]1)NCCN1CCOCC1,2%
Cc1ccc(S(=O)(=O)c2cn(CC(=O)Nc3ccc4c(c3)OCO4)c3ccccc3c2=O)cc1C,-4%
CCN1CCN(Cc2c(O)ccc3c(=O)c(Oc4ccccc4Cl)c(C(F)(F)F)oc23)CC1,-7%
CC(C)CN(C(=O)c1cccs1)C1CCS(=O)(=O)C1 (configuration not stated),1%
CC(C)C(=O)Nc1ccc2nc(SCC(=O)N3CCc4ccccc43)sc2c1,-11%
CCOC(=O)c1ccc(NC(=O)c2cnc(N3CCCC3)nc2C)cc1,-15%
CCn1c(SCC(=O)NC2CCCC2)nc2c(c1=O)SCC2,3%
COc1ccc(S(=O)(=O)NC(C)C(=O)NCc2ccccn2)cc1Cl (configuration not stated),-4%
CCCC1NC(=O)c2cccnc2-n2c1nc1ccc(Cl)cc1c2=O (configuration not stated),7%
O=C(Cc1ccc(S(=O)(=O)N2CCOCC2)s1)Nc1ccccc1Br,2%
COc1ccc(/C=N/Nc2cc(C)nc(N3CCOCC3)n2)cc1OC,-5%
CCOc1c(Br)cc(C2C=C(C(=O)O)Nc3ncnn32)cc1OC (configuration not stated),-1%
CCOc1cc(/C=C/C(=O)NCCc2ccc(S(N)(=O)=O)cc2)ccc1OCC(C)C,-1%
CN1CCN(Cc2c(O)ccc3cc(-c4ccc(Cl)cc4)c(=O)oc23)CC1,-9%

# Arranged by length of the SMILES (falling): some entries from above
SMILES,aSyn tox rescue
COc1ccc(Nc2c3c(nc4ccc(NC(=O)/C=C/c5cc(OC)c(OC)c(OC)c5)cc24)CCCC3)cc1OC,2%
COc1ccccc1-n1c(=O)c2c3c(sc2n(Cc2ccccc2F)c1=O)CN(C(C)=O)CC3,-2%
CCN1CCN(Cc2c(O)ccc3c(=O)c(Oc4ccccc4Cl)c(C(F)(F)F)oc23)CC1,-7%
O=C(Nc1cccc(C(F)(F)F)c1)C1CCCN(S(=O)(=O)c2cccc3nonc23)C1 (configuration not stated),-8%
O=C(NCC(c1ccc(F)cc1)N1CCOCC1)c1ccc(C(=O)c2ccccc2)cc1 (configuration not stated),5%
Cc1ccc(S(=O)(=O)C2(C(=O)N3CCN(c4ccccc4F)CC3)CC2)cc1,-2%
CN1CCN(Cc2c(O)ccc3cc(-c4ccc(Cl)cc4)c(=O)oc23)CC1,-9%
CC(C)C(=O)Nc1ccc2nc(SCC(=O)N3CCc4ccccc43)sc2c1,-11%
CCCN1CCc2c(sc3nc(SC)n(-c4ccccc4)c(=O)c23)C1,-2%
CCOC(=O)c1ccc(NC(=O)c2cnc(N3CCCC3)nc2C)cc1,-15%
CCOc1c(Br)cc(C2C=C(C(=O)O)Nc3ncnn32)cc1OC (configuration not stated),-1%
O=C(Cc1cc(=O)[nH]c(=O)[nH]1)NCCN1CCOCC1,2%
CC1CN(C(c2cccs2)c2sc3ncnn3c2O)CC(C)O1 (configuration not stated),-2%
CCn1c(SCC(=O)NC2CCCC2)nc2c(c1=O)SCC2,3%

# New compounds follow:
SMILES,aSyn tox rescue
COc1cccc(CN(C(=O)CN2C(=O)c3ccccc3S2(=O)=O)C(C(=O)NCC2CCCO2)c2ccco2)c1 (configuration not stated),1%
CN(C)c1cccc(C(=O)OCC(=O)c2ccc[nH]2)c1,5%
CCOC(=O)c1sc(NC(=O)/C=C/c2ccc(F)cc2)nc1C,3%
CCc1nnc2c3ccccc3nc(N3CCN(c4cc(C)ccc4C)CC3)n12,14%
Cc1ccn2c(Nc3c(C)cccc3C)c(-c3ccc(Cl)s3)nc2c1,-4%
O=C(c1cc(-c2ccc(Cl)cc2Cl)on1)N1CCCC1,4%
COc1ccc(C2NC(=O)N(C)C3=C2C(=O)N(c2ccc(Br)cc2)C3)cc1 (configuration not stated),1%
O=C(O)CC12CC3CC(C1)CC(n1ncc(NCc4ccccc4)c(Cl)c1=O)(C3)C2,6%
CCC(C)NC(=O)C1CCC(CNS(=O)(=O)c2cccc3nsnc23)CC1 (configuration not stated),0%
COCCNC(=O)c1nn(-c2ccc(Cl)cc2)nc1CO,0%
Cc1ccc(NC(=O)CN2CCCN(Cc3cc(C)ccc3C)S2(=O)=O)c(Cl)c1,2%
O=[N+]([O-])c1cc2c(cc1/C=N/NS(=O)(=O)c1ccc(Br)cc1)OCO2,-14%
COc1ccc(S(=O)(=O)Nc2ccccc2C(=O)NCc2cccnc2)cc1,-5%
C[C@@H]1CN([C@@H](C)CO)C(=O)CCCn2nncc2CO[C@@H]1CN(C)C(=O)Nc1ccc(N2CCCCC2)cc1,7%
COc1cccc(OCCCn2c(-c3ccc(Cl)cc3)nc3ccccc3c2=O)c1,-8%
CCOC(=O)C1=NN(c2ccccc2)C(=O)C1,1%
Cc1cc(S(=O)(=O)Nc2ccc(C(=O)NCCN3CCOCC3)cc2)ccc1F,4%
Clc1cccc(-n2ncc3c(N4CCN(Cc5ccccc5)CC4)ncnc32)c1,7%
COc1ccc(CCN(C)C(=O)c2cc(S(=O)(=O)N3CCCCCC3)ccc2OC)cc1OC,0%
Cn1c(SCc2cccnc2)nnc1-c1c[nH]c2ccccc12,2%
Cn1c(=O)n(C)c2cc([N+](=O)[O-])c(N3CCN(C(=O)c4cccc(F)c4)CC3)cc21,6%
CCN(C(=O)COC(=O)CCc1ccccc1)c1ccccc1,-1%
Cc1cc(C)n(CCc2nc3c4ccccc4nc(N4CCN(c5ccc(F)cc5)CC4)n3n2)n1,-8%
CC(C)CCNC(=O)C1CCN(c2nc3ccc(Cl)cc3[nH]2)CC1,-1%
CCc1ccc(NC(=O)c2ccc(F)c(S(=O)(=O)N3CCc4ccccc4C3)c2)cc1,10%
# The list goes on.
SMILES,aSyn tox rescue
CCCCN(CC)C(=O)c1c[nH]c2ccc(S(=O)(=O)N(C)c3ccc(Cl)cc3)cc2c1=O,3%
CCc1ccccc1NC(=O)COCc1cc(-c2ccco2)on1,-2%
CC(=O)c1sc(NC(=O)C2=NN(c3ccccc3)C(=O)CC2)nc1C,-5%
COc1ccc(CNC(=O)CN(C(=O)CCC(=O)Nc2nccs2)c2ccccc2C)cc1,4%
COc1cccc(C(=O)Nc2cccc(NC(=O)c3ccc(Cl)cc3Cl)c2)c1,9%
COC(=O)Nc1nnc(-c2ccc(OC)cc2)s1,4%
C[C@@H]1CN([C@H](C)CO)C(=O)CCCn2nncc2CO[C@H]1CN(C)C(=O)C1CCCCC1,29%
O=C(Nc1ccc(NC(=O)N2CCN(c3ccccc3O)CC2)cc1)N1CCN(c2ccccc2O)CC1,-8%
Cc1cc(C)n(-c2ccc(C(=O)OCC(=O)NCc3ccc(F)cc3)cc2)n1,-2%
Cc1cccc(C(O)c2cnc(C)n2Cc2ccccc2)c1 (configuration not stated),0%
CC1C(=O)N(Cc2cn(CCC3OCCO3)nn2)CCS(=O)(=O)N1Cc1ccc(-c2cccc(N(C)C)c2)cc1 (configuration not stated),-8%
CCCN(CCC)C(=O)Cn1c(=O)n(-c2ccc(Cl)c(Cl)c2)c(=O)c2c(C)c(C(=O)N(C)C)sc21,-5%
C[C@H](NC(=O)c1ncn2c1C(=O)N[C@@H](C)C2)c1ccccc1,-9%
Cc1noc(C)c1COc1ccc(C(=O)NCCc2ccc(S(N)(=O)=O)cc2)cc1,-10%

# High-throughput results: PubChem, National Center for Advancing Translational Sciences (NCATS)
